# hIAP block: human IAP inhibitors, primary screen, biochemical, luminescence, uHTS. Intestinal-type alkaline phosphatase (Homo sapiens), P09923. purified IAP, CDP-Star luminescence, 30 min. inhibition, % at 10 µM. actives 0.12% (n = 330,000). AID 2544, 2010;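 active means inhibition reaching a set limit with compound at 10 µM in the primary screen, cut at about 35% in these data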;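 further: plate controls were DMSO wells with enzyme for no effect and no-enzyme buffer wells for full effect; values of inactives mirror those of a sister screen read the other way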
# NLRP3 yeast inh: NALP3 inflammasome inhibitors in reconstituted yeast, primary screen, luminescence, uHTS; actives 0.39% (n = 330,000); Yeast reconstituted NLRP3/ASC/caspase-1, beta-gal luminescence, 24 h; inhibition, % at 10 µM;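 active means inhibition of 50% or more; inactive means inhibition below 50%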;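 further: plate controls were induced DMSO wells for no effect and uninduced yeast grown without galactose for full effect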
# hIAP act: human IAP activators, primary screen, biochemical, luminescence, uHTS | actives 0.16% (n = 330,000) | purified human IAP, CDP-Star luminescence, 30 min; hits give high values; 1 = vehicle-only enzyme, 0 = enzyme-free background | AID 2524, 2010 | activation factor at 10 µM;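 active means activation factor of the enzyme at least 2-fold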; further: the source names both 10 and 20 µM as test concentration; values of inactives mirror those of a sister screen read the other way
# ATG4B inhibitor: ATG4B protease inhibitors, primary screen, biochemical, fluorescence, uHTS; inhibition, % at 8.33 µM; Cysteine protease ATG4B (Homo sapiens), Q9Y4P1; actives 0.51% (n = 340,000); AID 504462, 2011; ATG4B cleavage of LC3-PLA2, NBD-HPC fluorescence, 1 h; in the data active means inhibition above about 40%
# tim10-1 inh: growth inhibitors of tim10-1 mutant yeast, primary screen, luminescence, uHTS | inhibition, % at 20 µM | S. cerevisiae tim10-1 ts strain growth, BacTiter-Glo, 24 h | actives 2.2% (n = 330,000);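 active means inhibition of at least 40%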;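 further: mutant grown at 25 °C; 0% = DMSO wells with yeast and 100% = wells holding no yeast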
# mIAP activ: activators of mouse IAP, primary screen, biochemical, luminescence, uHTS | intestinal alkaline phosphatase [Mus musculus] | AID 2805, 2010 | activation factor at 10 µM | actives 0.24% (n = 330,000) | muIAP, CDP-Star luminescence, 30 min; hits give high values; 1 = vehicle-only enzyme signal, 0 = enzyme-free wells;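 active means activation factor of at least 2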; further: the source names both 10 and 20 µM as test concentration; values of inactives mirror those of a sister screen read the other way
#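 Assay system: mouse IAP enzyme / Compound: DMSO-dissolved test compounds / Timing: 30 min, room temperature / Measured by: luminescence from enzymatic CDP-Star hydrolysis / Control set: DMSO-only wells, enzyme-free buffer wells as negative control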
# Apaf1 inhib: inhibitors of human Apaf-1 apoptosome, primary screen, biochemical, DEVD-Rh110 fluorescence, uHTS | Apoptotic protease-activating factor 1 (Homo sapiens), O14727 | reconstituted apoptosome caspase-3 activity | inhibition, % at 20 µM | actives 0.71% (n = 330,000) | AID 489030, 2010; active means inhibition of at least 40% at 20 µM;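 further: plate controls were DMSO wells for no effect and DEVD-CHO caspase inhibitor wells for full effect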
# Target sequence (O14727 whole entry, looked up): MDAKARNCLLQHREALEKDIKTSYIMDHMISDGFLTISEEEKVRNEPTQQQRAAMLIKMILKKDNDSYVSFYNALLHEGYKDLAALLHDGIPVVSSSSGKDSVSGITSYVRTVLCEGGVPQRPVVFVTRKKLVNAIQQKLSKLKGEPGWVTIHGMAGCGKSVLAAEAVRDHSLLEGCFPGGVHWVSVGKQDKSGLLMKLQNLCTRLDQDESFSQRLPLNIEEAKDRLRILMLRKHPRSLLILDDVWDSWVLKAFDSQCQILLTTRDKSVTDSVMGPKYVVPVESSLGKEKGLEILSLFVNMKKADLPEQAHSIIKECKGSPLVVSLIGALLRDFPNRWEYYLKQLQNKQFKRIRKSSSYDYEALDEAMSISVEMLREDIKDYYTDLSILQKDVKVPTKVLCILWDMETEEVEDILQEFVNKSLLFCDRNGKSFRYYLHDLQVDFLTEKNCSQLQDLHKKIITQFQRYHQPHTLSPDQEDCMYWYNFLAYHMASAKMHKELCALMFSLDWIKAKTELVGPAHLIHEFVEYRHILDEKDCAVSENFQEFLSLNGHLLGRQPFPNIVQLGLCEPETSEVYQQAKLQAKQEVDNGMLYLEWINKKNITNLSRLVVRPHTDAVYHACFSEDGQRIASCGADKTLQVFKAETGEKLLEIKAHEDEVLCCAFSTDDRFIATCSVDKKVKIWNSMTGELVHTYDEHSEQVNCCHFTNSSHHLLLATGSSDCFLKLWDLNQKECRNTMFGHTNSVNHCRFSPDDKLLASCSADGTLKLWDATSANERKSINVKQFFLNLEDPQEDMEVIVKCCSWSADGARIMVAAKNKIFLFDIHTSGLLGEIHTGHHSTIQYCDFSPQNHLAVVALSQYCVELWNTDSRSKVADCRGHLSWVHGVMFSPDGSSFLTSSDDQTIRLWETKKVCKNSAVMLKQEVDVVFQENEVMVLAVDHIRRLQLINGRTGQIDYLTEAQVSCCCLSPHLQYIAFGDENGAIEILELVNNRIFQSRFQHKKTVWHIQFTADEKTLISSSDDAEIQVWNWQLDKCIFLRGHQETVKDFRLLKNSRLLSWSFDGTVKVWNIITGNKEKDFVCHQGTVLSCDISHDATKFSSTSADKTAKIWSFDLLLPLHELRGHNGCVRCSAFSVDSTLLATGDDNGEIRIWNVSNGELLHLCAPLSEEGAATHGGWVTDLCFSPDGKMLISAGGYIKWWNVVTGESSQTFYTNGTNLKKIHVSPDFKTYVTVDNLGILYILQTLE
#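 System – cell-free apoptosome with Apaf-1, procaspase-3 and caspase-9 · Buffer or medium – pH 7.5 Hepes buffer with CHAPS, BSA, DTT · Also added – cytochrome c with DEVD-Rh110 · Times – 30 min compound preincubation, 50 min activation, room temperature · Technique – Rh110 fluorescence intensity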
# mIAP inh: inhibitors of mouse IAP, primary screen, biochemical, luminescence, uHTS | purified mouse IAP, CDP-Star luminescence, 30 min | inhibition, % at 10 µM | intestinal alkaline phosphatase [Mus musculus] | actives 0.2% (n = 330,000);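 active means inhibition of at least 40% at 10 µM in the primary screen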;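 further: plate controls were DMSO with enzyme for no effect and no enzyme wells for full effect; values of inactives mirror those of a sister screen read the other way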
# TIM10 inh: growth inhibitors of isogenic TIM10 control yeast, primary screen, counter-screen for tim10-1 yeast inhibitor project, luminescence, uHTS | S. cerevisiae TIM10 strain growth, BacTiter-Glo luminescence, 24 h | inhibition, % at 10 µM | actives 1.4% (n = 330,000) | AID 463195, 2010;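 active means inhibition of 40% or more at the single tested concentration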;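 further: wild-type TIM10 isogenic control strain grown at permissive 25 °C; 0% = DMSO yeast wells and 100% = minimal medium wells without yeast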
# The depositor's hits bear a star; nt = no result given. Outcome played no part in choosing rows; about 4.5% have a hit in one of these screens.
# Start of the data: the first two compounds, to show the layout:
SMILES,hIAP block,NLRP3 yeast inh,hIAP act,ATG4B inhibitor,tim10-1 inh,mIAP activ,Apaf1 inhib,mIAP inh,TIM10 inh
O=c1cc(O)c2c(=O)n(C3CCCCC3)c3ccccc3c2o1,10,24,0.9,5,20,0.88,24,12,-11
O=C(COC(=O)C1CC1)NCc1ccccc1Cl,-18,-6,1.2,0,6,1,1,0,-4

# Results, repeating the preview:
SMILES,hIAP block,NLRP3 yeast inh,hIAP act,ATG4B inhibitor,tim10-1 inh,mIAP activ,Apaf1 inhib,mIAP inh,TIM10 inh
O=c1cc(O)c2c(=O)n(C3CCCCC3)c3ccccc3c2o1,10,24,0.9,5,20,0.88,24,12,-11
O=C(COC(=O)C1CC1)NCc1ccccc1Cl,-18,-6,1.2,0,6,1,1,0,-4
O=C(O)C(Cc1ccccc1)NC(=O)C(Cc1ccccc1)NC(=O)C12CC3CC(CC(C3)C1)C2 (stereo not given),22,8,0.78,-11,-3,1.1,-2,-13,9
CCn1c(=S)[nH]c2cc(S(=O)(=O)N3CCCCC3)ccc21,-7,8,1.1,1,-11,1.1,7,-9,1
Cc1ccccc1NC(=O)COC(=O)CN1C(=O)NC(C)(C)C1=O,-7,-13,1.1,0,11,0.99,-8,1,-4
CCC(C)/C(C)=N/NC(=O)c1cn(-c2ccccc2)nc1-c1ccccc1 (stereo not given),-11,2,1.1,33,15,1,7,-4,14
O=S(=O)(c1ccc(-c2csc(-c3cccnc3)n2)cc1)N1CCCC1,-4,-47,1,-11,44*,0.94,5,6,27
COc1ccc(S(=O)(=O)N/N=C(/C)c2ccco2)cc1,19,-9,0.81,2,-1,1,6,-2,4
Cc1ccc(CNC(=O)N[C@@H](Cc2ccccc2)C(=O)O)cc1,-8,4,1.1,5,10,1.1,-2,-7,-13
CCc1nnc(NC(=O)CSc2nnc(C)c(=O)n2N)s1,46*,18,0.54,-6,6,1.1,10,-5,0
CCCCCN(C(=O)NC(=O)Nc1ccccc1C)S(=O)(=O)c1ccccc1,-11,25,1.1,1,26,1,3,-3,6
NS(=O)(=O)c1ccc(NCc2cc(Cl)ccc2OCc2ccccc2F)cc1,-2,3,1,11,38,1.4,7,-43,27

# Pulled by compound from above (2):
SMILES,hIAP block,NLRP3 yeast inh,hIAP act,ATG4B inhibitor,tim10-1 inh,mIAP activ,Apaf1 inhib,mIAP inh,TIM10 inh
CCCCCN(C(=O)NC(=O)Nc1ccccc1C)S(=O)(=O)c1ccccc1,-11,25,1.1,1,26,1,3,-3,6
CCc1nnc(NC(=O)CSc2nnc(C)c(=O)n2N)s1,46*,18,0.54,-6,6,1.1,10,-5,0

# Next entries follow:
SMILES,hIAP block,NLRP3 yeast inh,hIAP act,ATG4B inhibitor,tim10-1 inh,mIAP activ,Apaf1 inhib,mIAP inh,TIM10 inh
O=C(N=C1c2ccccc2CN1c1ccc(F)c(Cl)c1)c1cccnc1Cl,-11,6,1.1,nt,-18,0.98,22,2,7
COc1ccc(S(=O)(=O)N2CCCCCC2)cc1NC(=O)c1ccccc1F,16,18,0.84,3,19,1,26,-2,11
CC(C)OC(=O)CN1CCN(c2ccc(Cl)cc2)CC1,4,-11,0.96,7,7,0.97,-19,2,-3
Cn1c(=O)[nH]c(=O)c2c1nc(N1CCCCCC1)n2CCSc1nc2ccccc2[nH]1,-4,-3,1,-7,6,1,1,-2,11
CS(=O)(=O)N(CC(=O)N1CCOCC1)c1ccc(Cl)cc1,6,19,0.94,-8,-19,1,-8,-4,-5
COC(=O)CSC1=C(C#N)C(c2cccc(OC)c2)CC(=O)N1 (stereo not given),20,21,0.81,0,9,0.93,6,7,12
COCCN(CC(=O)NC1CCCCC1)C(=O)CCCC(=O)Nc1ccccn1,0,1,1,-5,10,1.1,-7,-5,-5
CC[n+]1c(/C=C/Nc2ccccc2)sc2ccccc21,0,-1,0.99,5,19,0.97,13,3,2
O=C(O)[C@H]1CCCN1C(=O)c1ccccc1N1C(=O)[C@@H]2Cc3c([nH]c4ccccc34)C(c3cccc(Cl)c3)N2C1=O (stereo not given in full),3,-4,0.97,-7,-9,0.87,-3,13,11
CCCNC(=O)C(Cc1ccc(OC)cc1)NC(=O)c1ccc(C#N)cc1 (stereo not given),-16,3,1.2,2,14,1.1,9,-6,-8
CCOc1cc(/C=N/NC(=O)c2ccc(CSc3nncn3C)cc2)ccc1OCC(=O)N1CCOCC1,2,9,0.98,-12,17,0.98,-8,2,9
CC(SC1CCCC1)C(=O)NC(C)(C#N)C(C)C (stereo not given),-13,5,1.1,-3,9,0.9,2,10,-14
OCCCCNCc1ccc(OCc2ccccc2)cc1,19,11,0.81,7,18,1,-8,-2,-4
CC1(C)CC(NS(=O)(=O)c2ccc3ccccc3c2)CC(C)(C)N1,1,17,0.99,2,6,0.98,2,2,-3
COC(=O)c1cn(-c2ccccc2)nc1-c1ccncc1,-7,11,1.1,7,8,0.76,4,24,-17
Cc1ccc(Cl)cc1OCC(=O)NCCOC(=O)Nc1sc(=S)n(C)c1C,14,8,0.86,-13,13,0.95,1,5,10
CCCCC(=O)Nc1nnnn1CCC,-5,15,1.1,-9,6,1.1,-4,-5,5
COc1ccc(-c2nc(CS(=O)(=O)CC(=O)NCc3ccc(F)cc3)c(C)o2)cc1,-16,3,1.2,28,19,1,12,0,9
CCOC(=O)N1CCN(c2c(NCCCN3CCCC(C)C3)c(=O)c2=O)CC1 (stereo not given),6,6,0.94,-5,-31,1,5,-4,8
Cc1ccc(C(=O)NCc2ccccc2)c(F)c1F,-3,40,1,-8,-9,1,-9,-2,-10
Cc1ccc(Nc2nc(-c3sc(NC(=O)c4ccc([N+](=O)[O-])cc4)nc3C)cs2)cc1,-1,1,1,nt,2,0.78,23,22,8
CCN(CC)c1ccc(S(=O)(=O)N2CCOCC2)cc1NC(=O)c1cc(=O)c2ccccc2o1,-1,8,1,0,15,1.1,20,-6,21
CCCCCCSC1=C(C#N)C(c2ccc(O)cc2)CC(=O)N1 (stereo not given),1,16,0.99,-5,28,1.1,9,-6,17
COc1ccc(OC)c(CNC(=O)CCC(=O)N2Cc3cccc(OC)c3Oc3ncccc32)c1,-27,8,1.3,0,9,1,-3,0,0
CCN(CC)S(=O)(=O)c1ccc2c(c1)N(CC(=O)N1CCCC1)C(=O)CO2,13,12,0.87,-2,10,0.97,7,3,3
Cc1ccc(C)c(OCC(=O)Nc2cc(NC(=O)COc3cc(C)ccc3C)cc(C(=O)O)c2)c1,-6,-5,1.1,22,24,0.75,19,25,4
Cc1cccc(NS(=O)(=O)c2cc(C(=O)N3CCCCCC3)ccc2C)c1,-2,8,1,-1,17,0.97,17,3,1
CC(=O)N1CCN(S(=O)(=O)c2c(F)cc(F)c(Cl)c2F)CC1,-2,4,1,1,9,0.98,-10,2,-8
NC(=O)CCS(=O)(=O)c1ccccc1,3,8,0.97,2,-15,0.98,-5,2,-7
Cc1ccc(NC(=S)C2=C(O)c3sccc3N(C)S2(=O)=O)cc1,-2,-5,1,-6,-2,0.83,8,17,14
C[C@]12CCC(=O)CC1CCC1C2CC[C@@]2(C)C1CC[C@@]21CCO1 (stereo not given in full),11,41,0.89,7,28,1.1,11,-7,-8
Oc1c(C(c2cccc(F)c2)N2CCN(Cc3ccccc3)CC2)sc2ncnn12 (stereo not given),-12,23,1.1,-17,14,1,15,-2,-9
O=C(CSc1ccc(/C=N/NC(=O)c2cccc(F)c2)o1)Nc1ccccc1,5,10,0.95,-2,19,0.82,-15,18,13
C[C@H]1CC[C@@]2(O[C@@H](CCO)C[C@H](O)[C@H]2O)O1,2,3,0.97,-2,-1,1.2,-9,-16,-6
NC(=O)N/N=C/c1cc(F)cc(F)c1,17,8,0.83,-1,0,1,-13,-2,13
Cc1cc(C)c(NC(=O)CCCCCNC2CCCCC2)c(C)c1,10,10,0.91,0,-7,1.1,3,-8,-3
COc1ccc2cc(C(=O)N3CCC(Cc4ccccc4)CC3)[nH]c2c1,-6,4,1.1,-5,16,1.1,28,-5,4
COc1ccc(N2CCCn3c2nc2c3c(=O)n(CCN3CCOCC3)c(=O)n2C)cc1,-9,13,1.1,-1,3,1,-7,-4,7
COc1ccc(Cl)cc1C(Nc1cccnc1)c1ccc2cccnc2c1O (stereo not given),-11,1,1.1,5,26,1.2,10,-17,3
CCC(C)(C)n1nnnc1C(c1ccc(F)cc1)N1CCN(C(=O)c2ccco2)CC1 (stereo not given),-18,9,1.2,-6,12,0.97,13,2,7
C=CCOc1c(CNc2cccc(C(=O)O)c2)cccc1OCC,12,-10,0.89,-7,5,0.94,6,6,2
CC1CCN(C(=O)CSc2nncn2C)CC1,-7,-7,1.1,0,6,1.1,7,-12,0
N#Cc1nc(-c2ccco2)oc1N1CCOCC1,8,-20,0.92,-6,7,0.99,-9,1,-4
Cc1ccc(C(=O)Oc2ccc(C(=O)COC(=O)c3cnccn3)cc2)cc1,2,7,0.97,3,25,0.97,-6,3,11
Cc1sc2ncnc(N3CCC(C(=O)Nc4nc5ccc(Cl)cc5s4)CC3)c2c1C,8,14,0.92,-8,11,0.99,30,1,11
Cn1c2ccccc2c(=O)c2c(=O)n(Cc3ccco3)c(-c3ccc(Cl)cc3Cl)nc21,11,26,0.89,nt,-14,0.84,19,16,8
O=C(Cn1nnc(-c2ccccc2-n2cnnn2)n1)NCc1ccccc1,5,2,0.95,-1,-1,1,-23,0,2
COC(=O)c1ccccc1NC(=O)CSc1[nH]c(=O)cc(C)c1C#N,-4,-12,1,-3,7,1,6,-2,14
O=C(Nc1ccccc1SCC1CSc2nc3ccccc3c(=O)n21)c1ccccc1 (stereo not given),11,26,0.89,5,-13,1,-3,0,-8
O=C(O)CC1(CC(=O)NCc2cc(F)cc3c2OCOC3)CCCCC1,4,3,0.96,4,14,0.98,1,2,7
COc1ccc(OC)c(NC(=O)CSc2nc(=O)n(CCN3CCOCC3)c3c2CCCC3)c1,1,8,0.99,-7,4,0.98,5,2,9
Cc1noc(C)c1CSCC(=O)N1CCN(c2ccc(F)cc2)CC1,16,14,0.84,4,21,0.89,-11,11,7
O=C(c1cccc(F)c1)N1CCN(c2ccc([N+](=O)[O-])c(N3CCOCC3)c2)CC1,18,25,0.82,-4,26,0.92,3,8,7
COc1ccc(CCNC(=O)CSc2ccc(-c3ccco3)nn2)cc1OC,-5,4,1.1,-3,10,1,-7,-1,16
O=C(NC1CCCCCC1)c1ccc([N+](=O)[O-])s1,-2,27,1,10,57*,0.98,-7,2,29
O=C(O)CCN1C(=O)c2ccc(NC(=O)CSc3ccc(Cl)cc3)cc2C1=O,-6,22,1.1,4,-18,1,-3,-3,5
Cc1nc(N)[nH]c(=O)c1CC(=O)OCCCl,12,-4,0.89,0,1,1,-11,0,1
COc1cc(C2C(C#N)=C(N)Oc3cc(C)oc(=O)c32)ccc1OC(=O)N1CCOCC1 (stereo not given),-3,11,1,4,14,0.97,10,3,2
